# FID counter: counter-screen for HCV NS3 helicase inhibitors: DNA intercalator displacement | DNA fluorescent intercalator displacement, fluorescence | inhibition, % at 7.9 µM | hit rate 0.17% among 290,000; in the data active = inhibition above about 37%;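 note: 0% = vehicle and 100% = reference compound; higher means more ethidium bromide displaced from hairpin DNA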
# PfM18AAP inh: blocks P. falciparum M18 aspartyl aminopeptidase | recombinant PfM18AAP, H-Glu-NHMec fluorogenic cleavage | inhibition, % at 7.35 µM | hit rate 1.2% among 290,000;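 active = inhibition above the campaign mean inhibition over all tested compounds plus 3 SD, cut at about 28% in these data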;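 note: 0% = plate median of test compound wells and 100% = 2 mM ZnCl2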
# OXTR ag: activates the human oxytocin receptor | P30559 | CHO-OTR cells, Fluo-8 calcium fluorescence; normalized: DMSO 0%, oxytocin 100% | activation, % at 3 µM | hit rate 0.32% among 320,000 | AID 2435;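 active = activation above the mean of all tested compounds plus 3 SD, cutoff set per screening run, cut at about 20% in these data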;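 note: peak over basal fluorescence ratio from a 100 s FLIPR kinetic read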
# NALP1 inh: blocks the NALP1 inflammasome reconstituted in yeast; S. cerevisiae NALP1/ASC/caspase-1 growth, X-gal OD620, 72 h; inhibition, % at 10 µM; hit rate 0.61% among 280,000; AID 2071; in the data active = inhibition mostly above about 24%, no sharp cut-off; inactive = mostly below about 32%; note: some compounds called inactive have numbers as strong as hits
# MEKK3 PB1 HTS: MEKK3-MEK5 PB1 interaction, increase or decrease; bead-based flow cytometry, Alexa488-MEK5 binding to MEKK3; actives lie on both sides; 0 = blocked by unlabeled MEK5, 100 = vehicle; binding response (% of control), % at 10 µM; AID 1529; Q99759; hit rate 1.4% among 290,000;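 active = binding response more than 3 SD above or below the average of its plate-row segment, actives on both sides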;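 note: Alexa488 bead fluorescence after subtracting the streptavidin-only scavenger bead signal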
# Target sequence (Q99759 whole entry, looked up): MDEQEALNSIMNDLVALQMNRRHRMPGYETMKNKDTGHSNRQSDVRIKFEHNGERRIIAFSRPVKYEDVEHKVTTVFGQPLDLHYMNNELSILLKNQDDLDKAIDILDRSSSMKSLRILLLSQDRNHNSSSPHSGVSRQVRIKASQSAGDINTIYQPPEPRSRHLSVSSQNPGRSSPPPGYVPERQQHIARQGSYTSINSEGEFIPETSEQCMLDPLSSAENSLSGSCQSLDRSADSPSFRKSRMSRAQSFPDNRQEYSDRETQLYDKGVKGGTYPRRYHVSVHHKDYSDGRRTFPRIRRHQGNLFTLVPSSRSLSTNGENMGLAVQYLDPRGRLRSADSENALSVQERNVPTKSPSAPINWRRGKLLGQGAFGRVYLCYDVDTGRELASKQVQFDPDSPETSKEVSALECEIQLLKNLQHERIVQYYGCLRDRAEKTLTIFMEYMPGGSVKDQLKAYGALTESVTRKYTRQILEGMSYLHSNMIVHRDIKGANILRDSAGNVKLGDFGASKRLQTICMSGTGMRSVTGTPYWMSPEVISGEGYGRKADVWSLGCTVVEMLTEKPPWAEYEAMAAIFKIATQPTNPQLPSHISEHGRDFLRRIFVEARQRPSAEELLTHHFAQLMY
# PHOSPHO1 block: inhibitors of human PHOSPHO1 phosphatase | Q8TCT1 | recombinant PHOSPHO1, absorbance phosphatase assay | inhibition, % at 13.3 µM | hit rate 1.1% among 290,000 | AID 1565; in the data active = inhibition above about 60%
# MEKK2wt PB1 HTS: raises or lowers MEK5 binding to wildtype human MEKK2 PB1 domain | bead flow cytometry, Alexa488-MEK5 binding to MEKK2 WT; actives lie on both sides | Q9Y2U5 | hit rate 1.1% among 290,000 | AID 1531 | binding response (% of control), % at 10 µM; in the data active = binding response below about 67% or above about 130%
# GPR7 antagonist: antagonists of human GPR7 (neuropeptides B/W receptor 1); P48145; GPR7-expressing cells, fluorescence antagonist assay; inhibition, % at 4.4 µM; hit rate 1.1% among 290,000; in the data active = inhibition above about 16%, passing the limit was not always enough;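 note: cells stimulated with the agonist NPW; 0% = agonist with vehicle and 100% = vehicle without agonist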
# Target sequence (P48145 whole entry, looked up): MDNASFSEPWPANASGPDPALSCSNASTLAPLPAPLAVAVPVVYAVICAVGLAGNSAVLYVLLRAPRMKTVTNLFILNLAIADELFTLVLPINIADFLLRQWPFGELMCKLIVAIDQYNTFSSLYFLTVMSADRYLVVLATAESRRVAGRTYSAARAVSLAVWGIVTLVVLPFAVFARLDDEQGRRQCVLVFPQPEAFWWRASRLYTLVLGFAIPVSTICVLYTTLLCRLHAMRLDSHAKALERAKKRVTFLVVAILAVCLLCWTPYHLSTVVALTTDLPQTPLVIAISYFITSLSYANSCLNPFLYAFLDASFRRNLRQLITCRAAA
# MEKK2mut PB1 HTS: signal of MEK5 binding to mutant human MEKK2 PB1 domain. bead flow cytometry, Alexa488-MEK5 binding to MEKK2 mutant. percent response, % at 10 µM. hit rate 0.35% among 290,000. AID 1530; in the data active = percent response above about 24%, passing the limit was not always enough; note: inactives centre near 1; some results filed as inactive read as strong as hits; reference of the scale not given here
# * marks the source's active call; other numbers are inactive results; x = no result given.
canonical_smiles	NALP1 inh	MEKK3 PB1 HTS	PHOSPHO1 block	MEKK2wt PB1 HTS	OXTR ag	PfM18AAP inh	GPR7 antagonist	MEKK2mut PB1 HTS	FID counter
O=C(O)c1cccc(N2CCCC2)c1	-1	101	15	109	0.5	10	-6	8	-2
O=C(Nc1nc2ccc(Cl)cc2s1)C1CCCO1 (configuration not stated)	17	94	-2	95	0.6	-8	8	-4	1
CCOC(=O)c1[nH]cnc1C(=O)Nc1ccc(C)cc1	x	93	36	95	-0.6	-2	-4	-6	-8
C=C(C)COc1ccc2oc(C)c(C(=O)OCCOC)c2c1	6	100	1	100	-1.2	-14	-15	-5	-10
CC1(c2nnc(-c3cccc(Cl)c3)o2)CC(c2cccnc2)=NO1 (configuration not stated)	x	104	x	107	-1.1	x	x	6	x
Cn1nccc1NC(=O)Nc1ccc(Cl)cc1	x	96	18	92	3.3	12	10	-2	-4
COc1ccc(NS(=O)(=O)c2ccc(S(=O)(=O)N3CCCC3)cc2)cc1Cl	-1	95	1	88	11	-2	12	-7	-8
Cc1ccc(C(CC(=O)O)C2CCOC(C)(C)C2)cc1 (configuration not stated)	-10	98	6	100	-0.5	-15	3	3	-8
COc1ccc(CNS(=O)(=O)c2ccc3c(c2)NC(=O)C(C)S3)cc1 (configuration not stated)	6	95	5	93	5.1	-16	8	-5	-18
COc1cc(OC)cc(C(=O)Oc2ccc(/C=N/Nc3nc4ccccc4s3)cc2OC)c1	7	106	18	100	0.2	6	-15	4	-4
CC1=CC(C)(C)Nc2ccc(Cc3ccc4c(c3)C(C)=CC(C)(C)N4)cc21	27	99	15	97	-0.3	10	-23	3	-3
CC(=O)c1c(C)n(-c2ccc(C)cc2)c2ccc(O)cc12	7	100	14	101	-0.7	-3	1	3	-11
CCCCCSc1nc2c(c(=O)[nH]c(=O)n2C)n1CCc1ccccc1	x	100	22	102	-0.9	x	x	4	x
CC1(C)CC(=O)C(C(C2=C(O)CC(C)(C)CC2=O)c2cccnc2)C(=O)C1 (configuration not stated)	-1	102	3	106	-0.6	4	-5	16	-3
COc1ccccc1Nc1nc(-c2cccc([N+](=O)[O-])c2)cs1	9	102	15	99	-2.0	-1	7	-5	11
CCCCC(=O)Nc1ccc(C(=O)Nc2ccc(S(=O)(=O)N3CCCC3)cc2)cc1	21	93	10	93	4.6	-3	-13	-6	-10

# Quoted at random: 4 records from the list, in no set order.
canonical_smiles	NALP1 inh	MEKK3 PB1 HTS	PHOSPHO1 block	MEKK2wt PB1 HTS	OXTR ag	PfM18AAP inh	GPR7 antagonist	MEKK2mut PB1 HTS	FID counter
CC1=CC(C)(C)Nc2ccc(Cc3ccc4c(c3)C(C)=CC(C)(C)N4)cc21	27	99	15	97	-0.3	10	-23	3	-3
COc1ccc(CNS(=O)(=O)c2ccc3c(c2)NC(=O)C(C)S3)cc1 (configuration not stated)	6	95	5	93	5.1	-16	8	-5	-18
COc1cc(OC)cc(C(=O)Oc2ccc(/C=N/Nc3nc4ccccc4s3)cc2OC)c1	7	106	18	100	0.2	6	-15	4	-4
COc1ccccc1Nc1nc(-c2cccc([N+](=O)[O-])c2)cs1	9	102	15	99	-2.0	-1	7	-5	11

# Among those listed so far, these have four or more nitrogen atoms:
canonical_smiles	NALP1 inh	MEKK3 PB1 HTS	PHOSPHO1 block	MEKK2wt PB1 HTS	OXTR ag	PfM18AAP inh	GPR7 antagonist	MEKK2mut PB1 HTS	FID counter
CC1(c2nnc(-c3cccc(Cl)c3)o2)CC(c2cccnc2)=NO1 (configuration not stated)	x	104	x	107	-1.1	x	x	6	x
Cn1nccc1NC(=O)Nc1ccc(Cl)cc1	x	96	18	92	3.3	12	10	-2	-4
CCCCCSc1nc2c(c(=O)[nH]c(=O)n2C)n1CCc1ccccc1	x	100	22	102	-0.9	x	x	4	x

# The main list resumes, repeating the 3 entries before the break.
canonical_smiles	NALP1 inh	MEKK3 PB1 HTS	PHOSPHO1 block	MEKK2wt PB1 HTS	OXTR ag	PfM18AAP inh	GPR7 antagonist	MEKK2mut PB1 HTS	FID counter
CC1(C)CC(=O)C(C(C2=C(O)CC(C)(C)CC2=O)c2cccnc2)C(=O)C1 (configuration not stated)	-1	102	3	106	-0.6	4	-5	16	-3
COc1ccccc1Nc1nc(-c2cccc([N+](=O)[O-])c2)cs1	9	102	15	99	-2.0	-1	7	-5	11
CCCCC(=O)Nc1ccc(C(=O)Nc2ccc(S(=O)(=O)N3CCCC3)cc2)cc1	21	93	10	93	4.6	-3	-13	-6	-10
COc1ccc(F)cc1S(=O)(=O)n1cnc2ccccc21	-17	109	39	108	0.4	0	-13	2	-5
Cn1c(=O)c2c(nc(NCC(O)CO)n2CCc2ccccc2)n(C)c1=O (configuration not stated)	4	103	-46	107	5.9	-1	-15	9	-3
CC1(C)Cc2c(C#N)c(NCCCO)nc(-c3ccccc3)c2CO1	-22	107	3	110	-0.8	-7	-10	8	-18
CC(C)C(=O)OCC(=O)Nc1ccc2c(c1)CCC2	8	x	-2	x	-1.5	-9	8	x	-1
Cc1nn(-c2ccc(Cl)cc2)c(NC(=O)C(C)C)c(-c2ccccc2)c1=O	x	89	8	97	-1.2	1	-3	-16	-2
CCOC(=O)C1CCCN(c2c(NCC3CCCN3CC)c(=O)c2=O)C1 (configuration not stated)	4	105	-4	105	2.2	-2	-6	5	1
CCn1c(CC(=O)Nc2ccc(C)cc2)nnc1SCC(=O)NCc1ccccc1	-4	105	-11	102	-2.2	0	-9	1	-29
O=C1C=C(NCCN2CCOCC2)C(=O)c2cnccc21	32	107	-4	98	0.8	4	-10	-1	2
COc1ccc(/C(C)=N/NC(=O)CNC(=O)C2COc3ccccc3O2)c(OC)c1 (configuration not stated)	-17	100	24	101	-1.7	6	-10	8	-20
Cc1cccc(Nc2nnc(SCC(=O)Nc3ccc(C(=O)O)cc3)s2)c1	4	107	-23	103	-0.2	-14	-2	0	-30
COc1ccc(N2CCN(C(=O)c3ccc(CSc4ccccc4)cc3)CC2)cc1	23	97	-28	97	-1.4	6	0	-3	3
Cc1ccc(NC(=O)CCCSc2nc3ccccc3[nH]2)cc1	15	108	-11	103	-1.8	-17	-2	3	-7
O=C(COC(=O)C1C2CC3OC(=O)C1C3C2)Nc1ccccc1 (configuration not stated)	18	101	28	96	-0.3	7	-13	4	-10
O=C(c1cccc(Cl)c1)N1CCN(c2ccccn2)CC1	8	101	31	103	-0.4	-2	-7	8	-9
O=C(NC12CC3CC(CC(C3)C1)C2)c1cccnc1Cl	-6	94	x	95	-0.7	1	-1	-1	-2
COCc1c(C(=O)N/N=C(\C)c2ccc(Cl)s2)nnn1-c1nonc1N	11	99	30	96	0.7	10	-12	-2	-4
Nc1ccc(C(=O)Oc2ccc([N+](=O)[O-])cc2)cc1	15	99	3	92	1.4	6	6	-10	4
O=C1CSC(=Nc2ccccc2)N1	7	101	-3	104	0.0	-4	2	3	-8
CCOc1cc(-c2noc(CCC(=O)NC3CCCCC3)n2)ccc1OC	2	104	26	101	0.8	5	-8	2	-32
CCOC(=O)c1sc(-c2ccccc2)cc1NC(=O)Nc1ccc([N+](=O)[O-])cc1	18	99	11	97	0.2	-1	-3	6	1
COC(=O)C1CC(=O)c2sccc2C1 (configuration not stated)	12	104	21	98	0.9	0	-11	3	-6
COc1cccc(C(C2C(=O)CC(C)(C)CC2=O)C2C(=O)CC(C)(C)CC2=O)c1	20	106	32	105	-0.8	-13	-4	5	-6
Cc1ccc2nc(COc3ccc(Cl)cc3)cc(=O)n2c1	3	96	24	88	1.1	1	-11	-9	0
O=C(CSc1ccccc1)N1CCN(S(=O)(=O)c2cccs2)CC1	14	101	-23	106	0.6	-7	-3	5	-18

# Two of these compounds, reformatted:
# The line under a structure holds: NALP1 inh | MEKK3 PB1 HTS | PHOSPHO1 block | MEKK2wt PB1 HTS | OXTR ag | PfM18AAP inh | GPR7 antagonist | MEKK2mut PB1 HTS | FID counter
- O=C1CSC(=Nc2ccccc2)N1
    7 | 101 | -3 | 104 | 0.0 | -4 | 2 | 3 | -8
- CCOc1cc(-c2noc(CCC(=O)NC3CCCCC3)n2)ccc1OC
    2 | 104 | 26 | 101 | 0.8 | 5 | -8 | 2 | -32

# (list continues)
canonical_smiles	NALP1 inh	MEKK3 PB1 HTS	PHOSPHO1 block	MEKK2wt PB1 HTS	OXTR ag	PfM18AAP inh	GPR7 antagonist	MEKK2mut PB1 HTS	FID counter
ONC(=Nc1ccccc1)c1ccccc1Cl	-12	100	37	99	1.3	40*	-3	1	-5
CNS(=O)(=O)c1cccc(C(=O)OCC(=O)NC(C)CCc2ccccc2)c1 (configuration not stated)	-6	104	31	106	2.2	-1	10	7	-16
CC1Cc2ccccc2N1C(=O)CSC1=NCCS1 (configuration not stated)	-63	x	-10	x	-2.0	6	-4	x	-6
CCc1ccc(NC(=O)COC(=O)c2cccs2)cc1	8	101	22	100	-0.6	-2	-6	2	-15
COc1cc(OC)cc(C(=O)N[C@H](C(=O)OCC(=O)NC(C)c2ccccc2)C(C)C)c1 (some centres not stated)	10	102	-16	99	77*	5	34*	1	-39
COc1ccc(C2=NS(=O)(=O)N(C)C(C(=O)N3CCCCC3)=C2)cc1OC	-7	101	28	101	-0.6	8	8	1	-20
CCCOc1ccccc1C(=O)NCCCC(=O)O	-27	109	-8	104	0.6	0	10	12	7
O=C(Cn1cnc(S(=O)(=O)N2CCCC2)c1)Nc1ccccc1	20	101	-20	102	0.8	-3	-6	-1	1
NC(=S)N/N=C/c1ccc2ccccc2c1	26	97	-17	103	-2.2	12	-5	13	3
COc1ccc(C(CC(=O)N2CCOCC2)c2c(OC)cc(OC)c3ccc(=O)oc23)cc1 (configuration not stated)	-43	77	44	70	1.4	x	x	1	x
O=C(NCCN1CCOCC1)c1ccc(Cl)c([N+](=O)[O-])c1	5	103	45	106	0.4	0	-11	4	1
O=C(NC1CCCCCC1)c1ccc2c(=O)n3c(nc2c1)CCCCC3	12	100	-2	97	-0.3	5	2	-5	-25
CC(=O)c1ccc(N2CCN(S(=O)(=O)c3cn(C)c(C)n3)CC2)cc1	4	104	29	107	-0.5	6	-10	6	-8
CCCNC(=O)COC(=O)c1ccc(S(=O)(=O)N2CCCC2)cc1	4	99	-51	92	-0.5	-9	-3	-7	-6
COc1ccccc1/C=N/NC(=O)CC(=O)NCc1cccnc1	x	99	12	102	0.8	-13	3	0	-4
N=C1SCC(=O)N1c1nc(-c2ccccc2)cs1	2	104	37	102	-1.5	1	-9	2	0
O=C(CNS(=O)(=O)c1ccccc1)OCC(=O)c1ccc(OC(=O)c2ccccc2)cc1	3	100	0	95	16	-5	24*	5	-9
CC(C)C[C@H](NC(=O)N1CC(=O)Nc2ccccc21)C(=O)N[C@@H](Cc1c[nH]c2ccccc12)C(=O)O	-6	100	24	101	1.1	-16	-4	2	-38
CN(C)C(CNC(=O)c1ccc(C(F)(F)F)cc1)c1ccco1 (configuration not stated)	13	96	33	97	-0.2	10	6	-3	1
COc1ccc(Cl)cc1NC(=O)C1Cc2cc(S(=O)(=O)N3CCCC3)ccc2N1C(C)=O (configuration not stated)	2	104	38	106	2.6	6	14	5	-42
CC1CCCCC1NC(=O)C1CCN(S(=O)(=O)N2CCCCCC2)CC1 (configuration not stated)	18	106	16	107	1.0	5	-10	12	-6
Cc1nnc(SCC(=O)Nc2nc3c(s2)CC(C)CC3)s1 (configuration not stated)	-3	105	2	102	8.7	6	18	2	-12
COCCNC(=O)CN(c1ccccc1OC)S(C)(=O)=O	10	100	-6	99	0.6	0	-17	2	-2
